ARNT-TACC3 inh: disruptors of ARNT/TACC3 protein interaction, primary screen, biochemical, AlphaScreen, single concentration. inhibition, % at 9.99 µM. actives 0.66% (n = 390,000). AlphaScreen His-ARNT PAS-B/GST-TACC3 binding, luminescence; TACC3 fragment carries E629A point mutation;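 active means mean inhibition of replicates at least 50% and at least half of replicates each reaching 50%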;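 further: 0% = complete ARNT plus TACC3 wells and 100% = ARNT alone without TACC3; many hits fall short of the cut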
esBAF inh: Bmi1 luciferase reporter increase in mESCs, primary screen, esBAF inhibitor project, mouse ES cells, Bmi1 luciferase knock-in, single point; 24 h; 100% = twice the neutral-well signal; reporter increase, % at 12.5 µM; actives 2% (n = 350,000); in the data active means activation above about 40%;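 further: 0% = median of the plate's neutral control wells and 100% = double that signal; a rise in the Bmi1 reporter signal indicates esBAF inhibition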
RAD54 branch: inhibitors of human RAD54 branch migration, primary screen, biochemical, fluorescence, single point; DNA repair and recombination protein RAD54-like (Homo sapiens), Q92698; RAD54 Holliday junction branch migration, FAM/BHQ fluorescence; inhibition, % at 10.4 µM; actives 0.14% (n = 360,000); AID 602329, 2012;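 active means mean normalized replicate activity at least 40 and at least half of replicates scoring 40 or more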;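 further: 0% = median of neutral control wells and 100% = median of positive control wells; inhibitors cause a drop in the FAM fluorescence signal; in these data hits start at about 50%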
Target sequence (Q92698 whole entry, looked up): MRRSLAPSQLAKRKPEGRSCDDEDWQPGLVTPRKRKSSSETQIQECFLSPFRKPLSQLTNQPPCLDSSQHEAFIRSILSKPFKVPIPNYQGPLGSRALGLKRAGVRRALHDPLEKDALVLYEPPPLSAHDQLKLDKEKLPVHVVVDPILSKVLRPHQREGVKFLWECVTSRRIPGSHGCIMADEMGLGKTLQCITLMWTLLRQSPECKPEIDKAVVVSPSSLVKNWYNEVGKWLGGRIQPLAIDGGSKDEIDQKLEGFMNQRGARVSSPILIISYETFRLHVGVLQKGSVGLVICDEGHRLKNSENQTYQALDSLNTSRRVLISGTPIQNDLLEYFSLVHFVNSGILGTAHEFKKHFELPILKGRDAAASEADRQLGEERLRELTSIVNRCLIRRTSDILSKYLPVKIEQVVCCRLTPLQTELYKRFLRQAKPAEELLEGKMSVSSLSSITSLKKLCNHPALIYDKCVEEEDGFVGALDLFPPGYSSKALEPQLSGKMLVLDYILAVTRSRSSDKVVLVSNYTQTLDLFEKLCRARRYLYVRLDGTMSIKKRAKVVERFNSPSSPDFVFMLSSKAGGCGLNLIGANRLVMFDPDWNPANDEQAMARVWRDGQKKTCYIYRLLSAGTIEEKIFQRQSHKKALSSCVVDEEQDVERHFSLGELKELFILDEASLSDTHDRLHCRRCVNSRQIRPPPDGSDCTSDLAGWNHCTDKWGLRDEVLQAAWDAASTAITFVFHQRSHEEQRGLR
Numbers without * were called inactive. These rows are one share of the data, so the mix of outcomes need not match the whole.

SMILES	ARNT-TACC3 inh	esBAF inh	RAD54 branch
CC1=CC2/C=C(\C)CCC(O)C(O)/C=C/C(=O)C23C(=O)NC(CC(C)C)C3C1C (centres undefined)	-1	-61	-11
CCN(CC)c1ccc(/C=C2/C(=O)NC(=O)N(CC3CCCO3)C2=O)cc1 (centres undefined)	3	-5	-26
CC1(C)CC(=O)C=C(NCCN2CCN(C(=O)Cc3ccc(Cl)cc3)CC2)C1	3	-4	-11
Cc1nc2cc(-c3ccccc3)nn2c(C)c1CCC(=O)N1CCC2(CC1)OCCO2	34	-47	3
CCn1c(O)c(C=Nc2ccc(N3CCOCC3)c(Br)c2)c(=O)n(CC)c1=S	-8	-16	-13
Cc1ccc(N2C(=O)NC(=O)C3(Cc4ccccc4N4CCCC43)C2=O)cc1 (centres undefined)	3	-1	7
CCC(=NCc1cccnc1)c1c(O)n(C2CCCCC2)c(=O)[nH]c1=O	-3	-2	1
Cc1ccc(C2SCC(=O)Nc3c2c(=O)[nH]n3C2CCOC(C)(C)C2)cc1 (centres undefined)	-5	-7	0
Nc1c(C(=O)NCCN2CCOCC2)c2nc3ccccc3nc2n1Cc1ccco1	-16	-2	49
CCOC(=O)c1c(N)n(CCN2CCOCC2)c2nc3ccccc3nc12	-11	1	6
O=C(Nc1ccc2c(c1)OCO2)c1cn(Cc2ccc(F)cc2)nn1	9	33	-3
CC(=O)N(C1=NCCCS1)c1ccc(F)cc1	-6	-1	-7
COc1ccccc1N1CCN(C(CNC(=O)Oc2ccccc2)c2cccnc2)CC1 (centres undefined)	3	-1	-3
O=c1c2ccccc2nc(CSc2ncnc3nc[nH]c23)n1-c1ccccc1Cl	-1	-3	-4
CC(=O)O[C@H]1C[C@@H]2CC[C@@H]3[C@H](CC[C@]4(C)C(=O)CC[C@@H]34)[C@@]2(C)C[C@@H]1OC(C)=O	-25	2	-8
CC(=O)OC(C)(C)/C=C/C(=O)[C@](C)(O)[C@H]1[C@H](O)C[C@@]2(C)[C@@H]3CC=C4[C@H](C[C@H](O)C(=O)C4(C)C)[C@]3(C)C(=O)C[C@]12C	4	-22	-4
Cc1ccnc(-n2c(C)nc3ccccc3c2=O)c1	-7	25	3
COCCCNC(=O)c1c(NC(=O)c2ccccc2Cl)n(Cc2ccccc2)c2nc3ccccc3nc12	-3	-6	-7
O=c1[nH]c(=O)n(CCc2ccc(F)cc2)c(O)c1C=NCCCn1ccnc1	-4	6	-9
CC1=C(C(=O)OC(C)C)[C@]2(C(=O)N(CC(N)=O)c3ccccc32)C(C#N)=C(N)O1	-2	-1	-2
C=C1CC[C@@]2(O)[C@H]3Cc4ccc(O)c5c4[C@@]2(CCN3CC2CC2)[C@H]1O5	-11	10	-1
O=C1NC(=O)N(Cc2ccccc2Cl)C(=O)/C1=C/N1CCOCC1	11	-1	-29
Cc1c(N=Cc2c(O)n(CCc3ccccc3)c(=O)[nH]c2=O)c(=O)n(-c2ccccc2)n1C	0	5	-3
N=C1c2ccccc2CN1NC(=O)c1ccc(Cl)cc1	-3	13	-19
Cc1ccc(CN2C(=O)NC(=O)C3(Cc4c(nc5ccccn5c4=O)N4CCCCCC43)C2=O)cc1 (centres undefined)	5	-3	-5

An excerpt of these results, with bars between the fields.
SMILES | ARNT-TACC3 inh | esBAF inh | RAD54 branch
Cc1ccc(C2SCC(=O)Nc3c2c(=O)[nH]n3C2CCOC(C)(C)C2)cc1 (centres undefined) | -5 | -7 | 0
CCn1c(O)c(C=Nc2ccc(N3CCOCC3)c(Br)c2)c(=O)n(CC)c1=S | -8 | -16 | -13

The list goes on.
SMILES	ARNT-TACC3 inh	esBAF inh	RAD54 branch
Cc1sc2nc(COC(=O)Cc3ccccc3)[nH]c(=O)c2c1C	-3	-12	-14
COc1ccc(C2SCC(=O)Nc3c2c(=O)[nH]n3C2CCCCCC2)cc1 (centres undefined)	3	-8	0
O=c1c2ccccc2nc(-c2ccco2)n1-c1ccccn1	0	-3	-9
CCC(=NCCCN1CCOCC1)c1c(O)n(Cc2ccccc2)c(=O)[nH]c1=O	-5	-4	-8
O=[P+](Cc1ccccc1)Cc1ccccc1	-1	-7	-11
Cc1ccc(-n2c(O)c(C=NC3CCCC3)c(=O)[nH]c2=O)c(C)c1	-8	-2	-10
O=C(Nc1ccc(F)cc1F)c1cccnc1Oc1cccc(C(F)(F)F)c1	-3	5	-5
Cc1ccc(-c2nc(N(C)C3CCN(C)CC3)c3ccccc3n2)cc1	4	-7	96*
Cc1ccc2c(c1)CC1(CN2C)C(=O)NC(=O)N(C(C)C)C1=O (centres undefined)	-2	-3	-11
Cn1c(=O)n(CC(=O)N2CCC3(CC2)OCCO3)c(=O)c2ccccc21	6	6	0
N[C@@H](Cc1c[nH]c2ccccc12)c1nnc(SCc2c(F)cccc2Cl)o1	8	-8	-4
O=C1CSC2N1CCNC21CCCCC1 (centres undefined)	-4	2	-3
COc1ccccc1-n1c(O)c(C=NCCCn2ccnc2)c(=O)[nH]c1=O	3	-8	-17
COc1cccc(-n2c(O)c(C=NCCN3CCOCC3)c(=O)[nH]c2=O)c1	-9	-3	-6
COc1cccc(N2C(=O)CC(=O)NC2=O)c1	-1	-14	17
O=C(CSc1ccccc1)N1CCC2(CC1)OCCO2	-22	5	2
CCCC1=C(C(=O)OCC)C2(C(=O)Nc3ccc(C)cc32)C(C#N)=C(N)O1 (centres undefined)	4	-5	-1
CC1CN=C(Nc2ccccc2)S1 (centres undefined)	-1	-5	16
CCCN1C2CCCC1CC(NC(C)=O)C2 (centres undefined)	-3	-4	-4
CCCCCCOc1ccc(CN2CCN(CC)CC2)cc1	4	-28	-4
Cc1cccc(N2C(=O)/C(=C/c3ccc(CN(CCC#N)S(C)(=O)=O)o3)C(=O)NC2=S)c1	2	-3	-14
CCCCn1c(O)c(C(CC)=NCCCN(C)C)c(=O)[nH]c1=O	0	5	-1
Cc1occc1C(=O)N1CCC2(CC1)OCCO2	1	-7	8
FC(F)(F)c1ccc2c(c1)nnn2C1CCN(Cc2nnnn2Cc2ccccc2)CC1	4	-1	-15
O=C(O)c1ccc2c(c1)C1C(Cl)C(Sc3ccccc3[N+](=O)[O-])CC1C(c1cccc([N+](=O)[O-])c1)N2 (centres undefined)	26	-5	1
(next part)
SMILES	ARNT-TACC3 inh	esBAF inh	RAD54 branch
CC[C@H](C)/C=C(C)/C=C/C1=CC2=C(Cl)C(=O)[C@](C)(OC(C)=O)C(=O)C2=CO1	2	-8	1
COC(=O)C1C2c3ccccc3OC1(C)N=c1s/c(=C/c3cnn(C)c3C)c(=O)n12 (centres undefined)	4	-2	4
CN1C(=O)C(=Cc2ccc(N3CCCCCC3)o2)C(=O)N(C)C1=S	-6	41*	-106
Cc1cc(N2C(=O)C3CCCN3C2c2ccccc2)no1 (centres undefined)	1	2	-3
O=P(N1CCCCC1)(N1CCCCC1)C(Cl)(Cl)Cl	-7	-4	1
CN(Cc1ccccc1)C(=C(Cl)Cl)/C(=C1/NCCN1Cc1ccc(Cl)nc1)[N+](=O)[O-]	1	-4	3
CCOc1ccccc1-n1c(O)c(C=Nc2ccc(N(CC)CC)cc2)c(=O)[nH]c1=O	4	6	-17
O=c1[nH]c(=O)n(-c2ccc(F)cc2)c(O)c1C=Nc1ccccc1N1CCCC1	-2	4	-4
Cc1ccc(C(=O)Nc2ccc(-n3ccnc3P(=O)(O)c3ccccc3)cc2)cc1	-3	-5	0
Cc1ccc2c(c1)CNc1ccccc1O2	-2	4	10
O=P(NS(=O)(=O)c1ccccc1)(Oc1ccccc1)Oc1ccccc1	-6	-4	-4
CC(Oc1ccc(-c2ccccc2)cc1)C(=O)O (centres undefined)	-2	-5	-2
Nc1c2c(nc3sc4c(c13)CCCC4)CCCCC2	-1	35	-1
CN(C)c1ccc(N=Cc2c(O)n(CCC3=CCCCC3)c(=O)[nH]c2=O)cc1	-8	0	-5
CC1(C)CC(=O)C(C2(O)C(=O)NC(=O)NC2=O)=C(O)C1	23*	-1	-12
CN1C(=O)N(C)C(=O)C2(Cc3c(nc4ccccn4c3=O)N3CCc4ccccc4C32)C1=O (centres undefined)	1	-9	-8
c1cc2c(cc1CCNC1CCCCCC1)OCO2	27	4	-8
CN(C)CC1CSCCC1(O)c1ccccc1 (centres undefined)	-5	-2	2
COc1ccc(N=C2SCCCN2C)cc1	-29	-9	-9
CSc1nnc(C2CCNCC2)n1C	-4	-5	0
COC(=O)C1C2c3ccccc3OC1(C)N=c1s/c(=C/c3cnn(C)c3)c(=O)n12 (centres undefined)	8	-3	4
COc1ccccc1CC1C(=O)C2CCN1CC2 (centres undefined)	-2	-1	3
Cc1ccc(OCC(=O)N2CCN(C)CC2)c(Br)c1	-2	10	0
Cc1ccc(S(=O)(=O)NCC2CCC(C(=O)N3CCC4(CC3)OCCO4)CC2)cc1 (centres undefined)	32	-7	-6
Cc1[nH]c2ccccc2c1/C=N/O	-4	-6	13
Remaining list, next part:
SMILES	ARNT-TACC3 inh	esBAF inh	RAD54 branch
Cc1cccn2c(=O)c3cc(C(=O)N4CCC5(CC4)OCCO5)n(C)c3nc12	3	-37	2
CN(Cc1ccccc1)Cc1ccccc1OC(=O)N(C)C	-14	5	-10
CCOC(=O)c1ccc(N2C(=O)CC(N3CC=C(c4ccc(F)cc4)CC3)C2=O)cc1 (centres undefined)	-5	2	4
CNC(C)Cc1ccccc1Sc1ccc(O)cc1 (centres undefined)	-1	-4	-4
C[C@H]1[C@H](OC(=O)CCC(=O)NCc2ccc(C(=O)O)cc2)O[C@@H]2O[C@@]3(C)CC[C@H]4[C@H](C)CC[C@@H]1C24OO3	0	1	-21
N#Cc1cc(F)c(N2CCNCC2)cc1Cl	0	3	6
CC12CCCCC1N(O)CN2O (centres undefined)	10	0	-4
NC(=O)CSc1nnc([C@@H](N)Cc2c[nH]c3ccccc23)o1	5	5	-5
O=C(c1ccc2c(c1)OCO2)N1CCC2(CC1)OCCO2	-2	2	9
COc1ccc2c(c1)c(C(=O)CN1CCC3(CC1)OCCO3)c(C)n2Cc1ccccc1	8	9	3
Fc1ccccc1N1CCN(Cc2ccc3c(c2)OCO3)CC1	8	1	-2
COc1cc2c(cc1OC)C(C(=O)N1CCC3(CC1)OCCO3)C(c1ccccc1F)N(C)C2=O (centres undefined)	-5	-1	2
O=C(Nc1ccc(Cl)cc1C(=O)c1ccccc1)c1ccc(Br)o1	-1	0	-2
CCc1nnc(NC(=O)CCc2nc(C3=CCN(C)CC3)no2)s1	-7	-11	3
CC12CN3CC(C)(CN(C1)C31CCOCC1)C2=O	5	0	-5
CN(CCCCC(=O)/C=N/O)Cc1ccccc1 (tested in a mixture with another compound)	-5	0	-3
CCCCC1(CCCC)C(=O)NC(=Nc2cccc(C)c2)NC1=O	-3	-1	1
CCN(CC)CCN=Cc1c(O)n(C2CCCCCC2)c(=O)[nH]c1=O	1	-5	-15
CC1CCC(C(=O)NC(C(=O)N2CCC3(CC2)OCCO3)C(C)C)CC1 (centres undefined)	-7	-10	3
CCCCc1nc2ccccc2c(=O)n1-c1ccccc1O	-4	-7	-1
COc1ccccc1N1CCN(Cc2ccc(Cl)cc2Cl)CC1	0	-5	8
CCCCSC1=NN1c1nc(N)nc(C)c1CC	6	4	-9
CC(=O)O[C@]1(c2ccccc2)CCN(C)[C@H]2CCCC[C@@H]21	-6	2	-5
O=c1[nH]c(=S)n(CCC2=CCCCC2)c(O)c1C=NC1CCN(Cc2ccccc2)CC1	-7	-24	-5
CCOP(=O)(OCC)C(c1ccccc1)N(C)C=O (centres undefined)	-19	-2	0
c1ccc2c(CCNCc3ccc4c(c3)OCO4)c[nH]c2c1	3	-3	12

A draw from above in order of number of heavy atoms, ascending:
SMILES	ARNT-TACC3 inh	esBAF inh	RAD54 branch
COc1ccc(N=C2SCCCN2C)cc1	-29	-9	-9
CN(C)CC1CSCCC1(O)c1ccccc1 (centres undefined)	-5	-2	2
CN(CCCCC(=O)/C=N/O)Cc1ccccc1 (tested in a mixture with another compound)	-5	0	-3
CNC(C)Cc1ccccc1Sc1ccc(O)cc1 (centres undefined)	-1	-4	-4
O=C(CSc1ccccc1)N1CCC2(CC1)OCCO2	-22	5	2
CC(=O)O[C@]1(c2ccccc2)CCN(C)[C@H]2CCCC[C@@H]21	-6	2	-5
O=c1c2ccccc2nc(-c2ccco2)n1-c1ccccn1	0	-3	-9
Cc1sc2nc(COC(=O)Cc3ccccc3)[nH]c(=O)c2c1C	-3	-12	-14
CN1C(=O)C(=Cc2ccc(N3CCCCCC3)o2)C(=O)N(C)C1=S	-6	41*	-106
Cn1c(=O)n(CC(=O)N2CCC3(CC2)OCCO3)c(=O)c2ccccc21	6	6	0
CCN(CC)c1ccc(/C=C2/C(=O)NC(=O)N(CC3CCCO3)C2=O)cc1 (centres undefined)	3	-5	-26
CC(=O)O[C@H]1C[C@@H]2CC[C@@H]3[C@H](CC[C@]4(C)C(=O)CC[C@@H]34)[C@@]2(C)C[C@@H]1OC(C)=O	-25	2	-8
O=c1c2ccccc2nc(CSc2ncnc3nc[nH]c23)n1-c1ccccc1Cl	-1	-3	-4
O=c1[nH]c(=S)n(CCC2=CCCCC2)c(O)c1C=NC1CCN(Cc2ccccc2)CC1	-7	-24	-5
O=C(O)c1ccc2c(c1)C1C(Cl)C(Sc3ccccc3[N+](=O)[O-])CC1C(c1cccc([N+](=O)[O-])c1)N2 (centres undefined)	26	-5	1
CC(=O)OC(C)(C)/C=C/C(=O)[C@](C)(O)[C@H]1[C@H](O)C[C@@]2(C)[C@@H]3CC=C4[C@H](C[C@H](O)C(=O)C4(C)C)[C@]3(C)C(=O)C[C@]12C	4	-22	-4
